High-throughput results from PubChem BioAssay.
CendR NRP1 mod: modulators of CendR peptide binding to NRP-1, primary screen, biochemical, fluorescence polarization, uHTS; Neuropilin-1 (Homo sapiens), O14786; FAM-RPARPAR peptide binding to NRP-1; inhibition, % at 25 µM; actives 0.85% (n = 360,000);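 active means inhibition or corrected inhibition above about 18%, plus a signal ratio from 0.5 to 1.5, limit read from the data, passing the limit was not always enough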; further: strong numbers were not always called active
MT1-MMP act inh: blockers of MT1-MMP proenzyme processing, primary screen, HT1080 RFP-PRO-GFP cells, GFP/RFP fluorescence; Matrix metalloproteinase-14 (Homo sapiens), P50281; GFP/RFP ratio fluorescence, overnight; percent of plate control window, DMSO zero; GFP/RFP ratio change, % at 20 µM; actives 0.061% (n = 360,000); AID 651647, 2012;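 active means GFP/RFP ratio change of at least 30% with cell ATP level not reduced by more than half and red fluorescence within 50% of control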; further: strong numbers were not always called active
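Assay system: HT1080 RFP-PRO-GFP cells. Benchmarks: DMSO vehicle wells and RFP-L50D-GFP reporter cell wells. Times: overnight cell settling, then overnight compound exposure, 37 °C, 5% CO2. Compound: 20 µM single dose, 1% DMSO. Read-out basis: GFP/RFP fluorescence ratio.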
MLLE-PAM2 inh: inhibitors of PABP1 MLLE–PAM2 peptide binding, primary screen, biochemical, fluorescence polarization, FITC-PAM2, GST-MLLE; Polyadenylate-binding protein 1 (Homo sapiens), P11940; inhibition, % at 20 µM; actives 0.36% (n = 360,000); AID 588489, 2011; in the data active means inhibition above about 35%, passing the limit was not always enough;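 further: plate controls were DMSO wells with GST-MLLE for no effect and wells lacking GST-MLLE protein for full effect; some results filed as inactive read as strong as hits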
Neddylation inh: inhibitors of cullin neddylation, primary screen, biochemical, TR-FRET, uHTS, NAE and Ubc12; calls only at 25 µM; actives 0.58% (n = 360,000); NEDD8-conjugating enzyme Ubc12 (Homo sapiens) + NEDD8-activating enzyme E1 regulatory …; in the data active means inhibition above about 36%
eLon inh: inhibitors of E. coli Lon protease, primary screen, biochemical, fluorescence polarization; P0A9M0; purified E. coli Lon protease; inhibition, % at 7.94 µM; actives 0.42% (n = 360,000); in the data active means inhibition above about 13%, passing the limit was not always enough;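 further: 0% = enzyme with probe and DMSO and 100% = no enzyme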
MsrA act: bovine MsrA enzyme activators, primary screen, biochemical, absorbance, HTS; purified bovine MsrA, absorbance read-out; activation, % at 10.6 µM; actives 0.3% (n = 360,000); in the data active means activation above about 7.5%;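 further: 0% = vehicle and 100% = reference activator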
SKN-1 inh: suppressors of acrylamide-induced Pgst-4::GFP reporter in worms, primary screen, SKN-1 inhibitor project, whole organism, uHTS, GFP/RFP fluorescence ratio, strain VP596 | C. elegans VP596 Pgst-4::GFP/RFP ratio, 24 h | inhibition, % at 21.8 µM | actives 0.49% (n = 360,000) | AID 624304, 2012;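 active means interference check ratio from 0.5 to 1.5 plus GFP to RFP signal ratio inhibition reaching or exceeding a fixed threshold, cut at about 30% in these data, passing the limit was not always enough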; further: some compounds called inactive have numbers as strong as hits
Rin1-Abl PPI inh: inhibitors of Rin1-Abl protein binding, primary screen, biochemical, TR-FRET. Tyrosine-protein kinase ABL1 (Homo sapiens) + Ras and Rab interactor 1 (Homo sapiens), …. inhibition, % at 7.35 µM. actives 0.4% (n = 360,000); in the data active means inhibition above about 5%, passing the limit was not always enough
FAS-TE inh: FAS thioesterase domain inhibitors, primary screen, biochemical, fluorescence intensity, uHTS. Fatty acid synthase (Homo sapiens), P49327. recombinant FAS-TE, OMFH fluorogenic substrate, fluorescence endpoint. inhibition, % at 15 µM. actives 0.67% (n = 360,000);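 active means compounds whose normalised, plate-corrected inhibition of enzyme fluorescence in the single-dose primary screen is 50% or more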;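 further: 0% = DMSO with enzyme and 100% = substrate without enzyme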
* hit, by the source's call; i = inactive; x = not tested or not shown.

molecule	CendR NRP1 mod	MT1-MMP act inh	MLLE-PAM2 inh	Neddylation inh	eLon inh	MsrA act	SKN-1 inh	Rin1-Abl PPI inh	FAS-TE inh
CN(C)S(=O)(=O)c1ccc(Cl)c(C(=O)NC2CCCCCCC2)c1	12	-3	-53	i	-10	-1	13	0	2
Cc1[nH]c(=O)c(C#N)c2c1COC(C)(C)C2	13	1	0	i	1	-2	-4	3	-5
O=C(CP(=O)(c1ccccc1)c1ccccc1)Nn1cnnc1	-4	3	3	i	-8	-4	-4	-1	-5
COc1cc(Cl)c(C)cc1NC(=O)CC1CCCC1	-3	-4	1	i	-1	-2	-7	0	8
Cc1cccc(N2CCN(C(=S)NC3CCCCC3)CC2)c1C	-12	5	-145	i	-1	-10	-13	0	-5
COc1ccc(OC)c(CN2CCN(S(=O)(=O)c3ccccc3)CC2)c1	2	-2	7	i	5	-4	-3	2	9
COc1ccc(C(=O)Nc2ccccc2C(=O)NC(Cc2ccc(O)cc2)C(=O)NNC(=O)c2ccc(C)cc2)cc1 (centres undefined)	-20	1	-2	x	-15	-3	17	-11	-16
COc1cc(OC)cc(C(=O)OCC(=O)c2ccc(S(=O)(=O)N3CCCCC3)cc2)c1	-6	1	-7	i	2	0	-4	2	30
Clc1ccc(OCCN2CCCCC2)c(Cl)c1	-6	2	-15	i	-4	-5	12	0	-6
O=C(CN1C(=O)C2CC=C(Cl)CC2C1=O)NCc1ccccc1 (centres undefined)	6	-5	24	i	34*	-3	-1	-2	-5
CC(C)C1Cc2c(sc(NC(=S)NC(=O)c3ccccc3)c2C#N)CO1 (centres undefined)	4	2	-2	i	-9	-3	8	-2	0
O=C(NCCCN1CCOCC1)C(=O)NCc1ccc(Cl)cc1	-5	-2	2	i	3	-6	-1	4	-2
Cc1ccc(S(=O)(=O)N2CCN(C(=O)c3cc4c(s3)CCCC4)CC2)cc1	-12	4	-18	i	-9	-3	3	4	39
COCCN(C(=O)COC(=O)C1=COCCO1)c1c(N)n(Cc2ccccc2)c(=O)[nH]c1=O	5	2	-5	i	4	-3	-20	3	-2
O=S(=O)(NCCSc1ccccc1)c1cccs1	-7	1	-6	i	-7	-7	7	0	-2

molecule	CendR NRP1 mod	MT1-MMP act inh	MLLE-PAM2 inh	Neddylation inh	eLon inh	MsrA act	SKN-1 inh	Rin1-Abl PPI inh	FAS-TE inh
Cc1ccc(-n2nnnc2CNC(=O)c2ccc(Br)o2)cc1C	7	-1	7	i	12	-4	11	-2	-6
CN(NC1OC(=O)c2ccccc21)c1c([N+](=O)[O-])cc(C(F)(F)F)cc1[N+](=O)[O-] (centres undefined)	6	-1	21	i	-9	-4	1	-1	-3
Cc1ccc(C(=O)c2cc([N+](=O)[O-])ccc2N2CCCCC2)cc1	-3	7	4	i	3	-3	0	0	34
C#CC[N+](C)(C)CCCCCCCCCCCC	-12	-27	-13	i	-15	-2	9	-2	-9
COc1ccc(CCNC(=O)CCn2c(=O)oc3ccccc32)cc1	-5	-5	13	i	6	-4	-21	0	-4
CC1CCCCC12NC(=O)N(CC(=O)Nc1nccs1)C2=O (centres undefined)	12	-8	-2	i	4	-2	10	0	-8
CCOC(=O)c1c(NC2=NS(=O)(=O)c3ccccc32)sc2c1CCC(C)C2 (centres undefined)	2	4	-6	i	-1	-4	0	1	3
COc1ccc(NC(=O)c2ccc(NC(=O)CN3CCN(c4ccccc4)CC3)cc2)cc1	-6	4	6	i	-2	-1	17	1	-5
CCOC(=O)C(C(=O)NCCCN1CCOCC1)C1CCCCC1 (centres undefined)	-6	-3	3	i	-4	-3	-3	-1	-5
Cc1cc(C)c(S(=O)(=O)c2cccc(Cl)c2)c(Cl)n1	33*	0	5	i	-7	-11	7	3	2
Cc1cccc(C(=O)NCCCNC(=O)c2ccc(C)nc2)c1	8	1	-5	i	2	0	12	0	-4
O=C(c1cccs1)N1CCN(Cc2nc(-c3ccccc3)no2)CC1	4	1	-8	i	0	-1	7	-2	-6
COc1ccc(S(=O)(=O)Cc2ccc(C(=O)N3CC(C)CC(C)C3)o2)cc1 (centres undefined)	-1	-1	-4	i	7	-1	-7	1	-5
CCNC(=S)N/N=C/c1ccc(OCCOc2ccccc2C)cc1	6	1	3	i	-7	-5	-15	1	-3
CCCS(=O)(=O)NCCc1cc2c(OC)ccc(OC)c2[nH]c1=O	8	5	14	i	3	-11	-21	-3	-7

A draw from above in order of length of the SMILES, rising.
molecule	CendR NRP1 mod	MT1-MMP act inh	MLLE-PAM2 inh	Neddylation inh	eLon inh	MsrA act	SKN-1 inh	Rin1-Abl PPI inh	FAS-TE inh
C#CC[N+](C)(C)CCCCCCCCCCCC	-12	-27	-13	i	-15	-2	9	-2	-9
CC1CCCCC12NC(=O)N(CC(=O)Nc1nccs1)C2=O (centres undefined)	12	-8	-2	i	4	-2	10	0	-8
Cc1ccc(-n2nnnc2CNC(=O)c2ccc(Br)o2)cc1C	7	-1	7	i	12	-4	11	-2	-6
Cc1cc(C)c(S(=O)(=O)c2cccc(Cl)c2)c(Cl)n1	33*	0	5	i	-7	-11	7	3	2
O=C(c1cccs1)N1CCN(Cc2nc(-c3ccccc3)no2)CC1	4	1	-8	i	0	-1	7	-2	-6
CCCS(=O)(=O)NCCc1cc2c(OC)ccc(OC)c2[nH]c1=O	8	5	14	i	3	-11	-21	-3	-7
CCOC(=O)c1c(NC2=NS(=O)(=O)c3ccccc32)sc2c1CCC(C)C2 (centres undefined)	2	4	-6	i	-1	-4	0	1	3
COc1ccc(S(=O)(=O)Cc2ccc(C(=O)N3CC(C)CC(C)C3)o2)cc1 (centres undefined)	-1	-1	-4	i	7	-1	-7	1	-5
COc1ccc(NC(=O)c2ccc(NC(=O)CN3CCN(c4ccccc4)CC3)cc2)cc1	-6	4	6	i	-2	-1	17	1	-5
CN(NC1OC(=O)c2ccccc21)c1c([N+](=O)[O-])cc(C(F)(F)F)cc1[N+](=O)[O-] (centres undefined)	6	-1	21	i	-9	-4	1	-1	-3

Additional entries follow.
molecule	CendR NRP1 mod	MT1-MMP act inh	MLLE-PAM2 inh	Neddylation inh	eLon inh	MsrA act	SKN-1 inh	Rin1-Abl PPI inh	FAS-TE inh
CCOC(=O)C(CC)Sc1nc2c(c(=O)[nH]c(=O)n2C)n1CCc1ccccc1 (centres undefined)	11	0	40*	i	0	-3	-18	-2	0
O=C1[C@H]2[C@@H](c3ccccc3)N[C@]3(CCCN(Cc4ccco4)C3=O)[C@H]2C(=O)N1Cc1ccccc1	-7	1	0	i	96*	-2	8	1	-4
O=C(CSc1nc2ccccc2n1-c1ccccc1)Nc1ncc(Cl)cc1Cl	-16	-3	-9	i	-6	-2	2	-3	21
Cc1ccc2cccc(Oc3ccc([N+](=O)[O-])cc3[N+](=O)[O-])c2n1	0	8	10	i	-5	-4	1	3	11
CC(=O)c1cccc(NC2c3ncccc3C(=O)N2Cc2ccco2)c1 (centres undefined)	-5	2	16	i	-8	-14	-13	0	-5
O=C(NCC(c1cccnc1)N1CCN(c2ccccc2F)CC1)c1cccc(Cl)c1 (centres undefined)	-24	3	-7	i	4	3	5	3	5
Cc1ccc(C2=N/C(=C/c3cccs3)C(=O)N2Nc2ccccc2)cc1	6	5	3	i	-4	-2	2	0	25
Nn1c(Cc2cccc3ccccc23)nnc1SCc1ccccc1	-8	-1	-85	i	-5	-3	-4	2	0
COc1ccc(/C=C(/C(=O)NCc2ccccc2)c2ccccc2)cc1	6	-3	6	i	-4	-4	-8	4	16
Cc1ccc(S(=O)(=O)Nc2c(C)cc([N+](=O)[O-])cc2C)cc1	5	1	-3	i	-6	-4	1	3	35
CSc1ncc(Cl)c(C(=O)Nc2cccc(C)c2)n1	0	0	0	i	-7	-2	-4	-2	-1
Cc1cccc(/N=C/C2=C(O)CC(C)(C)CC2=O)n1	1	2	4	i	-3	-2	2	1	-6
C[C@H](CO)N1C[C@H](C)[C@@H](CN(C)Cc2ccccc2)Oc2c(NC(=O)C3CC3)cccc2C1=O	10	-3	9	i	5	-10	-3	6	0
O=C(OC1CC2CC1[C@H]1CCCCN1C2=O)N1CCCCC1 (some centres undefined)	8	5	x	i	-7	0	-10	x	-9
NC(=O)c1ccsc1NC(=O)C1CCCN1S(=O)(=O)c1ccc(Cl)cc1 (centres undefined)	-6	0	10	i	-11	0	2	-1	-2

molecule	CendR NRP1 mod	MT1-MMP act inh	MLLE-PAM2 inh	Neddylation inh	eLon inh	MsrA act	SKN-1 inh	Rin1-Abl PPI inh	FAS-TE inh
Cc1ccccc1CC1(CO)CCCN(Cc2ccn[nH]2)C1 (centres undefined)	6	0	-1	i	1	-3	3	1	-3
Cc1ccccc1-n1c(SCC(=O)Nc2cccc3ccccc23)nc(O)cc1=O	-10	-1	6	i	-5	-7	13	5	-6
COc1ccc(NC(=O)/C(C#N)=C/c2c(C)nn(-c3ccc(F)cc3)c2Cl)cc1OC	15	-9	3	i	2	2	5	5	56*
CC(C)(C)NC(=O)c1cccc(NC(=O)c2ccco2)c1	7	-2	-4	i	-6	-5	-1	1	-7
O=C(NCC1CCCO1)C1CCC(=O)N1CCc1ccccc1 (centres undefined)	17	0	-3	i	1	-1	5	1	-7
Cc1cccc(NC(=S)NCC2CCCO2)c1 (centres undefined)	-4	2	11	i	-4	-4	2	-2	0
C=CCSC(=S)NC1CCS(=O)(=O)C1 (centres undefined)	-13	-1	18	i	7	-4	-1	0	0
CCCCCn1c(=NC(=O)c2cccnc2)c(C#N)cc2c(=O)n3cccc(C)c3nc21	-1	0	8	x	-4	2	4	-5	22
Cc1cc(Cl)c2oc(C(=O)N3CCN(c4cnccn4)CC3)c(C)c2c1	-6	0	-1	i	-14	-2	8	1	13
CC(=O)Nc1cccc(NC(=O)CCCC2CCCCC2)c1	2	2	8	i	1	-3	-10	-3	4
Cc1cccc(Cn2c(=O)c3c(nc4n3CCN4Cc3ccco3)n(C)c2=O)c1	-3	7	11	i	1	2	-22	0	4
Cc1ccc(CNC(=O)c2ccc(Cn3nc(C)cc3C)o2)cc1	6	4	6	i	10	-1	16	3	-3
O=C(Nn1cnnc1)c1ccc([N+](=O)[O-])cc1Cl	1	1	11	i	-4	0	-5	0	-6
COc1ccc(F)cc1C(=O)C1CCCN(C(=O)CCc2ccccn2)C1 (centres undefined)	3	0	-11	i	-5	-3	8	-2	0
C/C(=N/NC(=O)CNC(=O)Cc1ccccc1)c1ccco1	2	1	3	i	-5	-2	10	-1	-7
Cc1ccsc1/C=C1\SC(N2CC(C)OC(C)C2)=NC1=O (centres undefined)	6	-5	26	i	-2	-8	-7	-4	-9

The order is random (roughly 4% active in at least one column).
